Screening data as filed in PubChem BioAssay.
Shn3 3UTR inh – inhibitors of Schnurri-3 3'UTR reporter in osteoblasts; Clone20 osteoblast Shn3 3'UTR firefly luciferase, 24 h; inhibition, % at 12.5 µM; 360,000 tested, 0.52% active;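 active means mean inhibition of at least 75% with every replicate also reaching 75%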;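 further: 0% = median of neutral control wells and 100% = pilot-screen positive control compound; some compounds past the cut are filed as inactive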
NR2E3 ag-1 – human photoreceptor-specific nuclear receptor agonism. Q9Y5X4. CHO-S Gal4-NCOR/VP16-NR2E3 two-hybrid, luciferase. inhibition of corepressor binding, % at 3.98 µM. 360,000 tested, 0.35% active. AID 602229;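 active means inhibition above the mean of all tested compounds plus 3 SD, cut at about 70% in these data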;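 further: 0% = DMSO with NR2E3 transfected cells and 100% = cells lacking NR2E3 construct; higher means lower luciferase signal from less NR2E3 corepressor binding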
Target sequence (Q9Y5X4 whole entry, looked up, the tested form may be a part): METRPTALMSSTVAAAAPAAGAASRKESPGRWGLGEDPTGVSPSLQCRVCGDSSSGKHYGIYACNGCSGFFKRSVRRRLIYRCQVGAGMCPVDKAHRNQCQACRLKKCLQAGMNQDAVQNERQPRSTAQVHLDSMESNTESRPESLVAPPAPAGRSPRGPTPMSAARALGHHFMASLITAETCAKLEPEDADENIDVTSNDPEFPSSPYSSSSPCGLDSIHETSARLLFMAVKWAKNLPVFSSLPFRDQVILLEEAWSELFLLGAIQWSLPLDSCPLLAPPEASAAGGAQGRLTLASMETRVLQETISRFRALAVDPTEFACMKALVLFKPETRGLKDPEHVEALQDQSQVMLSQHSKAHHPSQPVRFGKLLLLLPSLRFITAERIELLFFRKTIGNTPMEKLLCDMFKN
CF NFkB inh – cystic fibrosis NF-kB activation inhibition | inhibition, % at 5 µM | 360,000 tested, 0.86% active | AID 588850 | KKLEB NF-kB-GFP reporter, PAF-induced, GFP fluorescence overnight;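 active means at least 50% inhibition at 5 µM, scaled per plate between neutral and stimulator controls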;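 further: PAF is a Pseudomonas aeruginosa culture filtrate used as stimulus; plate controls were PAF-stimulated DMSO wells for no effect and unstimulated DMSO wells for full effect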
HIF-2a block – HIF-2a inhibition; AID 624352; inhibition, % at 18.8 µM; 786-0 RCC cells HIF-2a reporter, luciferase luminescence, overnight; 360,000 tested, 0.72% active;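 active means inhibition of the luminescence signal of 40% or more relative to plate controls, in a single-dose primary screen at 18.75 µM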
TRAIL sens C8 – caspase-8 TRAIL sensitization; inhibition (viability loss, TRAIL sensitization), % at 10 µM; NB7+C8 cells + TRAIL, ATPlite viability luminescence; 360,000 tested, 1% active;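 active means compounds causing at least 50% loss of cell viability in the single-dose screen, relative to plate controls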
EBV LMP1 NFkB – inhibitors of Epstein-Barr LMP1-induced NF-kappaB reporter. inhibition, % at 12.5 µM. AID 504558. 350,000 tested, 0.69% active. LMP1-induced NF-kappaB luciferase reporter cells, luminescence; in the data active means inhibition above about 41%;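 further: 0% = neutral control wells and 100% = reference inhibitor control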
NR2E3 ag-2 – activates human photoreceptor nuclear receptor NR2E3 | inhibition of corepressor binding, % at 4.78 µM | GST-NR2E3/biotin-RetCOR TR-FRET, 1536-well | Q9Y5X4 | AID 2300 | 320,000 tested, 0.12% active;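 active means percent inhibition above the cutoff of mean plus 3 SD of all tested compounds, set per screening campaign, cut at about 20% in these data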;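 further: 0% = DMSO wells and 100% = biotin wells as full block of FRET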
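Material: NR2E3–RetCOR corepressor complex | Quantity: 1.35 nM GST-tagged NR2E3 final | Schedule: 5 h at 4 °C | Replication: Singlicate compound wells | Reagent: RetCOR corepressor, biotinylated, 7 nM | Controls: Biotin wells as high control, 0.6% DMSO wells as low control | Signal: TR-FRET, Eu(K)-anti-GST donor, streptavidin-D2 acceptor, ex 340, em 617/671 nm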
KKLEB cytotox – counter-screen for CF NF-kB inhibitors: cytotoxicity; KKLEB CF airway cells viability, ATPlite luminescence, overnight; active compounds read low; cells stimulated with P. aeruginosa culture filtrate; AID 602141; 360,000 tested, 0.36% active; activity change (cytotoxicity), % at 5 µM;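 active means corrected activity change at or below -50% at 5 µM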
iPSC survival up – increases survival of single human iPS cells. hiPSC single-cell survival, ATPlite luminescence; 100% = ROCK inhibitor wells, 0% = DMSO. survival enhancement, % at 20 µM. 360,000 tested, 0.044% active. AID 602274; in the data active means survival enhancement above about 18%;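 further: cells exposed to compounds for 16 hours before the ATP read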
Peg3 promoter – reduces Peg3 promoter-driven luciferase expression in HeLa. inhibition, % at 20 µM. HeLa PEG-Prom luciferase reporter, luminescence, overnight. 360,000 tested, 1.7% active;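 active means inhibition of at least 50% at 20 µM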
MITF TRPM1 inh – inhibitors of MITF-driven TRPM1 promoter in melanoma cells. AID 488899. SK-MEL-5 TRPM1 promoter luciferase, 24 h. inhibition, % at 12.5 µM. 330,000 tested, 0.83% active;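 active means mean inhibition across replicates of 60% or more, whatever share of single replicates reaches that level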; further: values of inactives mirror those of a sister screen read the other way
* marks the source's active call; other numbers are inactive results; x = not tested or not shown. Some of the compounds tested. The share of hits here may be higher or lower than overall.

| molecule | TRAIL sens C8 | CF NFkB inh | MITF TRPM1 inh | EBV LMP1 NFkB | iPSC survival up | HIF-2a block | Peg3 promoter | Shn3 3UTR inh | NR2E3 ag-2 | KKLEB cytotox | NR2E3 ag-1 |
| --- | --- | --- | --- | --- | --- | --- | --- | --- | --- | --- | --- |
| COc1cc(/C=C/C(=O)OCC(=O)NCCc2ccccc2)ccc1OC(F)F | -3 | 15 | 9 | -2 | -0.4 | 19 | 4 | -11 | -2 | -11 | -4 |
| Cc1nc2c(C#N)c(C)[nH]n2c(=O)c1Cc1ccccc1 | 4 | 8 | 0 | -3 | -0.2 | -7 | 13 | -3 | 4 | -2 | -8 |
| CCOc1ccc2cc(C#N)c(SCC(=O)N3CCC(C)CC3)nc2c1 | 7 | 26 | 3 | 15 | 8.4 | -7 | 9 | -22 | 2 | -21 | -11 |
| O=c1c(Cc2ccccc2O)c(O)nc2n1CCCS2 | 3 | 18 | x | 4 | -0.5 | 12 | 15 | 4 | -2 | -7 | -11 |
| CC(=O)OC(C)CS(=O)(=O)c1ccccc1 (stereo unspecified) | -4 | 4 | -1 | -3 | -0.5 | 10 | -1 | -3 | 3 | -13 | 37 |
| Cc1nc(SCC(=O)N2CC(=O)Nc3ccccc32)nc(C)c1C | -8 | 6 | 11 | -1 | 0.1 | 18 | 16 | -7 | 0 | 2 | -13 |
| O=C(COc1ccc(S(=O)(=O)NCc2ccccc2)cc1Cl)N1CCOCC1 | -7 | -9 | 7 | 9 | -2.2 | 21 | 10 | 15 | 2 | 1 | 10 |
| CCn1cc(/C=C(\NC(=O)c2cc(OC)c(OC)c(OC)c2)C(=O)N2CCN(C)CC2)c2ccccc21 | -7 | -6 | -5 | -2 | -0.5 | 2 | -12 | 2 | -4 | -5 | -41 |
| COc1cccc(COC(=O)c2ccc3c(=O)n4c(nc3c2)CCC4)c1OC | 5 | 4 | -1 | 8 | -0.3 | -8 | -16 | 4 | 0 | -8 | -15 |
| CCC(=O)N1CCc2cc(Br)cc(S(=O)(=O)NCCN3CCCCC3C)c21 (stereo unspecified) | 26 | -3 | -1 | -6 | -0.7 | 15 | 7 | 12 | 6 | 8 | -5 |
| CCN(CC)S(=O)(=O)c1ccc(NN=C2CCN(C(C)C)CC2)c([N+](=O)[O-])c1 | 43 | -7 | 0 | 3 | 0.1 | 5 | 14 | 18 | -5 | -2 | 22 |
| CCN1C(=O)c2cccc3c(NC(=O)c4cccc(N5C(=O)CCC5=O)c4)ccc1c23 | 22 | -55 | -8 | 20 | 3.2 | -32 | -1 | -5 | -6 | -2 | -13 |
| CCOC(=O)N1CCN(C(=O)c2ccc3c(=O)n(CCc4ccccc4)c(=S)[nH]c3c2)CC1 | 4 | 0 | 0 | -1 | -1.5 | 13 | 6 | -10 | -4 | 4 | -18 |
| C/C(=N\OCC(=O)OC(C)C(=O)Nc1ccc(C)c(S(=O)(=O)N2CCOCC2)c1)c1ccc2c(c1)OCO2 (stereo unspecified) | -4 | 20 | -6 | 4 | -0.5 | 6 | -1 | -15 | x | -14 | -6 |
| N#Cc1cc(O)c(-n2nnc3ccccc32)cc1C#N | 3 | 3 | 8 | -4 | -1.0 | 12 | 2 | -8 | 2 | -1 | 43 |
| O=c1oc2cc(O)ccc2cc1S(=O)(=O)c1ccccc1 | 5 | -25 | -3 | 5 | -0.5 | 16 | 10 | -26 | 5 | -3 | -22 |
| CC(NC(=O)c1ccco1)C(=O)OC(C)C(=O)NCc1ccccc1 (stereo unspecified) | 0 | -12 | -4 | 2 | -0.5 | 19 | 7 | -21 | 0 | 4 | -16 |
| O=C(Nc1cccc(-c2cn3ccccc3n2)c1)c1cccc(Cl)c1 | 6 | -9 | 14 | 1 | -1.9 | -122 | 33 | -3 | 1 | -1 | -84 |
| COc1ccc(C(=O)NCC(c2ccccc2)N2CCCC2)cc1S(=O)(=O)N1CCOCC1 (stereo unspecified) | -11 | -25 | -11 | 3 | -0.6 | -1 | 3 | -13 | 2 | 19 | 3 |
| Cc1ccc(C(=O)NCCNS(=O)(=O)c2ccccc2[N+](=O)[O-])cc1 | -15 | 2 | 5 | 7 | -0.2 | 13 | 13 | -2 | 0 | 1 | 3 |
| Cc1cc(OCCCC(=O)N2CCCCC2)cc(C)c1Cl | 4 | 10 | -14 | 2 | 2.5 | -65 | -26 | -13 | -2 | 1 | -33 |
| Cc1cc(C(=O)OC(C)C(=O)Nc2cccc(S(=O)(=O)N3CCOCC3)c2)c(C)o1 (stereo unspecified) | 4 | -3 | 0 | -4 | 3.7 | 25 | 5 | 16 | -1 | 1 | -14 |
| CCC1=C(OC(=O)N(CC)CC)N2C(=O)OC(=NCCOC)[C@]2(Cc2ccccc2)[C@H]2C1=CC[C@H]1C(=O)N(CC)C(=O)[C@H]12 | -27 | 14 | -5 | 0 | -0.4 | 1 | -2 | -7 | -2 | -17 | 6 |
| COc1ccc(NC(=O)COC(=O)c2ccc(N3CCCC3=O)cc2)cc1OC | 10 | 5 | -5 | -2 | -1.4 | -11 | -9 | -7 | 1 | -7 | -23 |
| CCCc1cc(=O)[nH]c(SCC(=O)c2[nH]c(C)c(C(=O)OCC)c2C)n1 | 8 | 8 | -15 | -14 | -1.2 | 3 | 27 | 0 | -1 | 26 | -8 |
| O=C(N/N=C/c1ccsc1)c1ccc2ccccc2n1 | 3 | -8 | 6 | -6 | 0.1 | -95 | -82 | -36 | -2 | 12 | -44 |
| O=C(NCCN1CCOCC1)c1ccc(CSCc2cccc(Cl)c2)o1 | 4 | 7 | 2 | 3 | -0.4 | 13 | 9 | 11 | 2 | 3 | -3 |
| CCOC(=O)C1CCN(C(=O)C(=O)c2cn(CC(=O)N3CCCCCC3)c3ccccc23)CC1 | -2 | -15 | 13 | -7 | 0.4 | 12 | 14 | -10 | 1 | 10 | 3 |
| Cc1nc2nc(N)nc(OCc3ccccc3)c2nc1C | -1 | 0 | x | x | -0.5 | 17 | 15 | 5 | -1 | -8 | 22 |
| CCCc1c(C)nc2c(OC)cccc2c1SCC(=O)O | -12 | -15 | 2 | -4 | -0.4 | 15 | 8 | -9 | 3 | 5 | -9 |

The listing continues.
| molecule | TRAIL sens C8 | CF NFkB inh | MITF TRPM1 inh | EBV LMP1 NFkB | iPSC survival up | HIF-2a block | Peg3 promoter | Shn3 3UTR inh | NR2E3 ag-2 | KKLEB cytotox | NR2E3 ag-1 |
| --- | --- | --- | --- | --- | --- | --- | --- | --- | --- | --- | --- |
| COC(=O)C1CCN(S(=O)(=O)c2c(C)n(C)c(=O)n(C)c2=O)CC1 | -12 | -9 | 10 | 4 | 0.2 | 7 | 9 | -13 | 3 | 10 | -21 |
| CCOc1ccccc1/C=N/Nc1nc2ccccc2o1 | -9 | -25 | -14 | -11 | -0.3 | -73 | -65 | -30 | -3 | 13 | -154 |
| COC(=O)C1CN(S(=O)(=O)c2ccccc2)CCN1S(=O)(=O)c1ccccc1 (stereo unspecified) | 2 | 12 | -1 | -6 | 9.1 | 22 | 14 | 1 | 7 | 0 | 23 |
| NC(=O)CC(NC(=O)Cc1cccc2ccccc12)c1ccc(NCCc2ccc(F)cc2)c([N+](=O)[O-])c1 (stereo unspecified) | -4 | 15 | 8 | 2 | 4.5 | 6 | 38 | -8 | 3 | -14 | -9 |
| COCCNC(=O)/C(C#N)=C/C=C/c1ccccc1 | -2 | -7 | -10 | -5 | 0.0 | -21 | -45 | 6 | -1 | 8 | 11 |
| COc1ccc(C(=O)OCC(=O)NC2CC2)cc1S(=O)(=O)N(C)Cc1ccccc1 | -1 | -12 | -1 | -4 | -0.1 | -1 | -3 | 16 | -1 | 3 | -8 |
| Cc1ccc(C23CC4CC(CC(C(=O)NC(C)C)(C4)C2)C3)cc1 | 9 | 5 | 11 | -3 | 0.0 | 12 | 1 | 18 | 1 | -2 | -3 |
| O=C(NC(=S)Nc1ccccc1O)c1ccc(Cl)cc1Cl | 20 | -34 | -14 | -23 | -0.8 | -128 | -141 | -7 | 0 | -6 | -72 |
| Cc1[nH]c(=O)[nH]c1C(=O)CCCCC(=O)OCC(=O)Nc1ccccn1 | -11 | -4 | -17 | 4 | 4.1 | -6 | 0 | 10 | -50 | 4 | 5 |
| O=C(Cc1ccccc1)CC1(O)C(=O)Nc2ccccc21 (stereo unspecified) | -9 | 2 | 12 | -1 | -1.4 | 12 | 7 | 20 | 6 | 2 | -8 |
| CCOC(=O)c1c(CN2CCOCC2)oc2ccc(OC)cc12 | -19 | 7 | 1 | 0 | -4.9 | 15 | 2 | 19 | -2 | -18 | -12 |
| COc1ccc(-n2c(N)c(-c3nc4ccccc4n3C)sc2=S)cc1 | 4 | -5 | 4 | 10 | 1.5 | -10 | -11 | -8 | 2 | -5 | 11 |
| COc1cccc(C(=O)Nc2ccc(S(=O)(=O)NCc3ccco3)cc2)c1 | -1 | 5 | -6 | 7 | -0.7 | -1 | 3 | 22 | -1 | 5 | 0 |
| Cc1c(/C=N\NC(=O)c2cccc(F)c2)cnn1C | 4 | -3 | -10 | -7 | 0.5 | -45 | -13 | -9 | 1 | -9 | -80 |
| CCSc1nnc(NC(=O)c2cccnc2)s1 | 8 | 18 | -2 | -6 | 0.7 | -58 | -31 | -9 | 0 | -8 | -23 |
| O=c1c2nncn2c2cccnc2n1CCNc1ncc(C(F)(F)F)cc1Cl | 4 | -1 | 5 | 0 | 0.1 | 15 | -4 | 7 | -1 | -17 | -2 |
| CC(C)(C)NC(=S)N1CCC(C(=O)c2ccc(F)cc2)CC1 | -7 | 27 | 10 | 4 | 0.3 | 2 | -3 | 16 | 0 | 3 | 2 |
| COc1ccc(S(=O)(=O)N2CCCC2CNC(=O)C(=O)NCc2ccccc2)cc1 (stereo unspecified) | -15 | 4 | 4 | 1 | -0.2 | 14 | -7 | 9 | -3 | 7 | -10 |
| COc1ccc(-c2nc(SCC(=O)N3CCOCC3)n[nH]2)cc1 | 0 | -8 | -16 | 0 | -1.7 | -5 | -8 | -4 | 3 | -4 | -28 |
| CC(=O)NC(=S)Nc1ccc(NC(=O)c2cccs2)cc1 | -4 | -1 | -56 | -13 | -0.6 | -131 | -143 | -35 | 3 | 3 | -10 |
| CN1C(=O)N(C)C2(c3ccccc3)Nn3c(s/c(=C/c4ccco4)c3=O)=NC12c1ccccc1 (stereo unspecified) | 14 | 13 | 6 | -12 | -2.4 | 22 | 35 | 5 | -1 | -8 | -9 |
| COc1ccc(-n2nc3c(c2NC(=O)c2ccc4c(c2)OCO4)CS(=O)(=O)C3)cc1 | 5 | 10 | 11 | 1 | -0.6 | 7 | 6 | -20 | 2 | 2 | 1 |
| O=C(NCCc1cnccn1)C1CCC(=O)N(Cc2ccc(Cl)cc2)C1 (stereo unspecified) | -21 | 7 | 5 | 0 | -0.4 | 3 | 8 | -12 | -1 | 12 | 1 |
| CCCOC(=O)Nc1ccc(S(=O)(=O)Nc2ncccn2)cc1 | -1 | -8 | -14 | 2 | -0.6 | 15 | 12 | 9 | 0 | -1 | -5 |
